Bioassay records (PubChem BioAssay)
FLuc act counter: affects firefly luciferase, flagging false hits in luciferase stimulation screens | 200,000 tested, under 10 active | P08659 | activation factor at 10 µM | ATPlite luciferase biochemical, luminescence, 10 min; 0 = ATP-free wells, 1 = DMSO control | AID 1027;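 active means luciferase activation factor, scaled between plate controls, of at least 2 with compound at 10 µM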
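System: cell-free luciferase reagent; medium: PBS as buffer for the ATP substrate; doses: test compounds dosed from 2 mM stocks in 100% DMSO; incubation: 10 min, room temperature; measured by: luminescence from luciferase reaction; read-out: luciferase activation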
G6PDH CS: inhibits Leuconostoc G6PDH, flagging false hits in G6PDH-based assays; Purified L. mesenteroides G6PDH, diaphorase/resazurin coupled fluorescence, 45 min; inhibition, % at 5 µM; hit rate 0.12% among 200,000; in the data active means inhibition above about 50%
Diaphorase act: diaphorase activation or chemical reduction counter-screen | activation factor at 20 µM | hit rate 0.005% among 190,000 | Diaphorase/resazurin coupled assay, resorufin fluorescence, 16 min; stronger effect = higher value; 1 = vehicle wells, 0 = NADH-free wells;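 active means diaphorase activity raised at least twofold by the compound at 20 µM; inactive means activation factor below 2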
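Material: purified diaphorase enzyme from Clostridium kluyveri / Medium: HEPES pH 7.4 buffer with MgCl2 and Tween 20 / Schedule: enzyme reaction of 16 min at room temperature / Measured by: resorufin fluorescence, excitation 544 nm, emission 590 nm / Evaluation: rise in resorufin formation, marking diaphorase activation or chemical reduction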
TLR4 MyD88 comp: blocks binding of human TLR4 to MyD88. O00206+Q99836. hit rate 0.18% among 200,000. HeLa CL3-4 TLR4/MyD88 BLA complementation, FRET ratio. AID 861. inhibition, % at 8.4 µM; in the data active means inhibition above about 25%;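 further: 0% = vehicle and 100% = reference inhibitor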
Target sequence (O00206 whole entry, looked up): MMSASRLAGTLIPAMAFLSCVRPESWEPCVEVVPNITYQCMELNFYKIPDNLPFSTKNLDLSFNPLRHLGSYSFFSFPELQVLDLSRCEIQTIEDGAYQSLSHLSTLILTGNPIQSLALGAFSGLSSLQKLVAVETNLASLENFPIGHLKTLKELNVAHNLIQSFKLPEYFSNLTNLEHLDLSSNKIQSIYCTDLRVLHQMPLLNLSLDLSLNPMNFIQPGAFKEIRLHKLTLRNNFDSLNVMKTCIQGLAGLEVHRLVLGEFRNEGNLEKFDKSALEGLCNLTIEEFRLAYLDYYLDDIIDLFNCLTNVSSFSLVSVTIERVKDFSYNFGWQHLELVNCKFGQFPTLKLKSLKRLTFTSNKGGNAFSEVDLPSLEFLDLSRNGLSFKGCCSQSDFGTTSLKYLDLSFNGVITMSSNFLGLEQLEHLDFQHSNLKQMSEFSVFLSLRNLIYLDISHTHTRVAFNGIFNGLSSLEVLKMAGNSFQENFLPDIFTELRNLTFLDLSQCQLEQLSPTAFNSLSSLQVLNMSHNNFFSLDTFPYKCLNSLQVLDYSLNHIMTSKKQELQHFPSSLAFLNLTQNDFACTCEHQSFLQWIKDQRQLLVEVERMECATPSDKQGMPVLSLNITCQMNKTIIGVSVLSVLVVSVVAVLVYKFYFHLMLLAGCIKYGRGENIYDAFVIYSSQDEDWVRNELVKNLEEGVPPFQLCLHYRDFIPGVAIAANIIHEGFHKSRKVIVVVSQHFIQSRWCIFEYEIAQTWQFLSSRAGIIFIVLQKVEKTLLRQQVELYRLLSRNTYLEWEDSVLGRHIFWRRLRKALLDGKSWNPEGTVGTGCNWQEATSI
Target sequence (Q99836 whole entry, looked up): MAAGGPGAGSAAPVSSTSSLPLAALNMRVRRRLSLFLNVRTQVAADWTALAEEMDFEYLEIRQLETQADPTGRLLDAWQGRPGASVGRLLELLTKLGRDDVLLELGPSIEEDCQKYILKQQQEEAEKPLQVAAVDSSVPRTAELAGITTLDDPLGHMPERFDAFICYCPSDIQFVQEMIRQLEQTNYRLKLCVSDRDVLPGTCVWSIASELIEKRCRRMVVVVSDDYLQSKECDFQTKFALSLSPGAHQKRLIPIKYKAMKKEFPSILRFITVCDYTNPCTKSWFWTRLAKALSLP
APP 5UTR inh: APP translation inhibition; inhibition, % at 2 µM; AID 1285; hit rate 0.82% among 190,000; SH-SY5Y APP 5'UTR-luciferase reporter, luminescence;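 active means inhibition above a set limit, derived from the sample mean plus 3 SD, cut at about 45% in these data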; further: values of inactives mirror those of a sister screen read the other way
FLuc inhib CS: counter-screen for luciferase assay inhibitors: firefly luciferase inhibition. inhibition, % at 10 µM. AID 1006. P08659. ATPLite firefly luciferase biochemical luminescence, 10 min. hit rate 1.5% among 200,000;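 active means inhibition above about 50% when tested at 10 µM, limit read from the data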
STAT1 activator: STAT1 signaling activation; AID 932; hit rate 2.6% among 200,000; activation (% of control), % at 5.5 µM; NIH 3T3 STAT1-luciferase reporter, IFN-gamma, luminescence; 100% = IFN-gamma alone, no compound;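 active means activation above the screen-wide mean activation plus 3 SD, cut at about 130% in these data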;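 further: raw ratio to IFN-gamma control signal so 100% means no change and 0% no light; values of inactives mirror those of a sister screen read the other way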
NF-kB expr up: NF-kB expression increase, human neuronal cells; NF-kB reporter expression; stronger effect = higher value; fold change at 12.5 µM; hit rate 1.6% among 190,000; in the data active means fold change above about 3.3
APP 5'UTR act: activates APP 5'UTR luciferase reporter. activation, % at 2 µM. AID 1276. SH-SY5Y APP 5'UTR luciferase reporter, luminescence; zero percent = DMSO vehicle wells. hit rate 1% among 190,000;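 active means activation above a set limit, based on mean plus 3 SD of controls, cut at about 140% in these data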; further: values of inactives mirror those of a sister screen read the other way
Diaphorase inh: counter-screen for diaphorase-based assays: diaphorase inhibitors and chemical oxidizers | inhibition, % at 20 µM | diaphorase resazurin-to-resorufin fluorescence, NADH, 16 min; bacterial (C. kluyveri) enzyme, not human | hit rate 0.69% among 190,000;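 active means primary screen inhibition at 20 µM above a set limit, cut at about 50% in these data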;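 further: plate controls were DMSO with full reaction for no effect and wells lacking NADH for full effect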
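Benchmarks: positive control wells lacking NADH, neutral wells with DMSO only. System: bacterial diaphorase enzyme (C. kluyveri). Input: 0.14 U/mL diaphorase, enzyme working solution. Detection: resorufin fluorescence, excitation 544 nm, emission 590 nm. Times: 16-min room-temperature incubation before reading.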
* = called active by the depositor; . = no result given.

SMILES | FLuc act counter | G6PDH CS | Diaphorase act | TLR4 MyD88 comp | APP 5UTR inh | FLuc inhib CS | STAT1 activator | NF-kB expr up | APP 5'UTR act | Diaphorase inh
CC(C)n1nnnc1SCC(=O)NCCc1ccccc1 | 1 | -3 | 0.9 | -11 | -9 | -3 | 109 | 1.5 | 9 | 7
Cc1ccccc1-n1nnnc1SCc1cc(=O)n2ccsc2n1 | 1 | 10 | 0.9 | -2 | 4 | 0 | 87 | 0.95 | -4 | 11
CCC(c1nnnn1C(C)C)N1CCN(C2CCCC2)CC1 (stereo not drawn) | 1.1 | 1 | 0.9 | -7 | 16 | -8 | 96 | 1 | -16 | 14
Cc1ccc(C)c2[nH]c(=O)c(CCNS(=O)(=O)c3ccccc3)cc12 | 1.1 | -15 | 0.8 | -2 | -11 | -6 | 89 | 1.1 | 11 | 24
CC(C(=O)O)N1C(=O)CSC1=S (stereo not drawn) | 1 | 0 | 0.8 | -2 | -2 | 0 | 92 | 1 | 2 | 17
CCCS(=O)(=O)N1CCC(C(=O)NCCN2CCCC2)CC1 | 1.1 | -10 | 0.9 | 0 | 5 | -7 | 95 | 1.2 | -5 | 11
Cc1ccc(Cn2nc(C)c(NC(=O)CCCn3nc([N+](=O)[O-])c(Cl)c3C)c2C)cc1 | 1.1 | -10 | 0.9 | 12 | 9 | -8 | 97 | 1.2 | -9 | 11
CC(=O)NC1C(Oc2ccc(C=O)cc2)OC(COC(C)=O)C(OC(C)=O)C1OC(C)=O (stereo not drawn) | 1.1 | 6 | 1 | -6 | -1 | -8 | 96 | 1.4 | 1 | 2
Cc1ccc(/C=N/NC(=O)c2cc(C3CC3)nc3ccccc23)o1 | 1 | 3 | 1 | -4 | 28 | -2 | 98 | 1 | -28 | 0
CNc1sc(C(=O)c2ccc(F)cc2)c(N)c1-c1nc2ccccc2s1 | 1 | 8 | 0.6 | -1 | -33 | -5 | 101 | 1.5 | 33 | 37
COc1cccc(-c2cc3c(=O)n(-c4ccccc4)c(=S)[nH]c3s2)c1 | 1.1 | -6 | 0.6 | 17 | -2 | -7 | 108 | 1.1 | 2 | 42
COCCN=C1Sc2nc3c(C)cccc3cc2CN1Cc1ccco1 | 1.1 | 3 | 0.8 | -2 | 1 | -6 | 92 | 1.2 | -1 | 24
CCn1c(=O)c([N+](=O)[O-])c(N2CCOCC2)c2ccccc21 | 1 | 7 | 0.9 | 0 | 10 | -2 | 102 | 1.1 | -10 | 15
COc1ccc(CCNC(=O)CN(c2ccccc2)S(C)(=O)=O)cc1 | 1 | 12 | 0.8 | -3 | -8 | -1 | 98 | 1 | 8 | 15
COc1ccccc1Oc1nc(C)c(C(C)=O)cc1C#N | 1 | 2 | 1 | -9 | 4 | -1 | 98 | 1.3 | -4 | 4
Cc1ccc(S(=O)(=O)N2CCN(c3ncnc4c3cnn4-c3ccccc3)CC2)cc1 | 1 | 2 | 0.9 | 0 | -37 | -4 | 105 | 1.1 | 37 | 10
O=C(c1ccco1)N1CCN(C(=O)c2cccc3c2C(=O)N(C2CCCCC2)C3)CC1 | 1 | 3 | 1 | 5 | 11 | -1 | 105 | 1.1 | -11 | 2
Cn1nnnc1SCC(=O)NNC(=O)c1ccc(Cl)cc1 | 1 | 1 | 0.9 | -4 | -7 | -4 | 105 | 1.2 | 7 | 14
CC(C)Cn1c(=O)c2c(c3ccccc31)OC(C)C(=O)N2 (stereo not drawn) | 1.1 | 3 | 0.9 | -8 | -17 | -7 | 98 | 1 | 17 | 5
O=C(CN1CCC(O)(c2ccc3c(c2)OCO3)CC1)NC1CCCCC1 | 1 | 9 | 0.9 | 5 | -3 | -3 | 98 | 1.2 | 3 | 10
O=C(Nc1cccc2ncccc12)c1ccc(Br)c([N+](=O)[O-])c1 | 1.1 | 10 | 0.9 | 1 | -18 | -10 | 99 | 1.4 | 18 | 15
O=C(CSc1nnnn1-c1ccc2c(c1)OCCO2)N1CCN(C(=O)c2ccco2)CC1 | 1 | 0 | 1 | 3 | -17 | -1 | 94 | 1.1 | 17 | -3
COCCCNC(=O)CN(c1cc(OC)ccc1OC)S(=O)(=O)c1ccccc1 | 1 | -1 | 0.9 | 6 | -21 | -2 | 100 | 1.2 | 21 | 9
Cc1cccc(NC(=O)CSc2cc(C(=O)c3nccn3C)c3ccccc3n2)c1 | 1 | 5 | 0.8 | -5 | 2 | -2 | 96 | 1.2 | -2 | 22
COc1cccc(Cn2nnc(C(=O)NCc3ccccc3Cl)c2N)c1 | 1 | -4 | 0.8 | 7 | -12 | -4 | 104 | 0.86 | 12 | 18

Next section
SMILES | FLuc act counter | G6PDH CS | Diaphorase act | TLR4 MyD88 comp | APP 5UTR inh | FLuc inhib CS | STAT1 activator | NF-kB expr up | APP 5'UTR act | Diaphorase inh
O=C(Nc1ccc2c(c1)OCO2)N1CCN(Cc2ccco2)CC1 | 0.1 | -2 | 0.9 | -5 | -101 | 92* | 93 | 2.1 | 101 | 9
CCCCCCC(=O)N/N=C/c1ccc(Br)cc1 | 1 | -13 | 0.8 | 1 | 7 | -4 | 98 | 1.7 | -7 | 17
N#CCCCN1C(=O)C(O)(CC(=O)c2ccc3c(c2)OCCO3)c2ccccc21 (stereo not drawn) | 1.1 | -8 | 0.9 | -9 | -2 | -5 | 100 | 0.91 | 2 | 8
O=C(COc1ccc(Br)cc1)N1CCCCCC1 | 1 | 1 | 0.9 | -11 | -9 | -1 | 103 | . | 9 | 12
O=C(N/N=C/c1ccc[nH]1)c1ccccc1OCc1ccccc1Cl | 1.1 | 6 | 0.7 | 15 | 37 | -6 | 103 | 0.98 | -37 | 29
N#Cc1ccc(-c2ccc(F)cc2)nc1Oc1ccc(Cl)c(Cl)c1 | 1.1 | 2 | 1 | 4 | 8 | -5 | 94 | 1.3 | -8 | -4
COc1ccccc1N1C(=N)S/C(=C\c2ccc(-c3ccccc3C(=O)O)o2)C1=O | 1 | 2 | 0.7 | -1 | -5 | -3 | 95 | 1.2 | 5 | 34
Cc1ccc(SCc2nn(C)c(Cl)c2C=O)cc1 | 0.9 | 4 | 1 | 2 | -12 | 14 | 114 | 1.1 | 12 | 3
CCOC(=O)c1c(NC(=O)C[n+]2ccc(Cc3ccccc3)cc2)sc(C)c1C | 1 | -1 | 1.3 | 2 | 3 | -1 | 93 | 1.2 | -3 | -26
Cc1cccc(C2Nc3ccccc3C(=O)N2c2ccccc2)n1 (stereo not drawn) | 1 | 16 | 1 | -2 | -7 | 4 | 102 | 1.2 | 7 | -1
CCOC(=O)C1NN=C(C(=O)c2ccccc2)C1c1ccccc1 (stereo not drawn) | 1 | 3 | 1 | -6 | 17 | 0 | 108 | 0.92 | -17 | -4
Cc1c(NC(=O)CSc2nnc(-c3ccco3)n2-c2ccccc2)c(=O)n(-c2ccccc2)n1C | 1.1 | 6 | 0.9 | -5 | 3 | -7 | 96 | 0.96 | -3 | 14
O=C(CSc1nc(-c2ccccc2Cl)ns1)NCc1ccc2c(c1)OCO2 | 1 | 5 | 0.9 | 9 | -3 | -3 | 102 | 1 | 3 | 14
CCOC(=O)C(C)Oc1ccc2c(C)cc(=O)oc2c1C(C)=O (stereo not drawn) | 1 | 10 | 0.9 | 11 | 6 | -5 | 100 | 1.1 | -6 | 9
CCC(=O)N1CCc2cc(S(=O)(=O)CCC(=O)NCc3ccc4c(c3)OCO4)ccc21 | 1 | 14 | 0.9 | 16 | 3 | 1 | 95 | 1.2 | -3 | 14
CC(C)Cn1c(N)c(C(=O)COC(=O)c2cccc(F)c2)c(=O)n(C)c1=O | 1 | -4 | 1 | 6 | -2 | 0 | 95 | 0.86 | 3 | 2
C=C(C)c1cccc(C(C)(C)NC(=O)N2CCN(c3ccccc3OC)CC2)c1 | 1 | 1 | 0.9 | 1 | 10 | -4 | 97 | 1.2 | -10 | 10
CC(=O)Oc1cc(C(C)C)c(OCCN(C)C)cc1C | 1 | 22 | 0.9 | 0 | 5 | -4 | 98 | 1 | -5 | 13
Cc1ccc2cccc(Oc3ncnc4scc(-c5ccccc5)c34)c2n1 | 1.1 | -14 | 0.8 | 6 | -5 | -6 | 87 | 1 | 5 | 24
Cc1cc2c(=O)n(CC(=O)N3CCN(c4ccccc4)CC3)cnc2s1 | 1.1 | -31 | 0.9 | 7 | -3 | -9 | 107 | 0.83 | 3 | 14
O=[N+]([O-])c1cc(/C=N/Nc2nc(N3CCCCC3)nc(N3CCCCC3)n2)ccc1O | 1 | 4 | 0.8 | 4 | 13 | 0 | 106 | 1.2 | -13 | 16
COc1ccc(-c2cc(C(F)(F)F)nc(NCc3ccco3)n2)cc1OC | 1.1 | 6 | 0.7 | -8 | 3 | -7 | 105 | 0.93 | -3 | 25
O=C(/C=C/c1ccc(S(=O)(=O)N2CCOCC2)cc1)N(CCO)Cc1ccccc1 | 1 | 1 | 1 | 8 | 11 | -2 | 93 | 1 | -11 | -1
O=C(Nc1cccc(NC(=O)c2nccc3ccccc23)c1)c1ccco1 | 0.7 | -4 | 0.8 | . | . | 29 | . | . | . | 15
CCN1CCCC1CNC(=O)CCNC(=O)c1cc(OC)c(OC)c(OC)c1 (stereo not drawn) | 1.1 | 15 | 0.9 | 7 | 9 | -9 | 98 | 0.92 | -9 | 6

New compounds follow
SMILES | FLuc act counter | G6PDH CS | Diaphorase act | TLR4 MyD88 comp | APP 5UTR inh | FLuc inhib CS | STAT1 activator | NF-kB expr up | APP 5'UTR act | Diaphorase inh
Nn1c(Nc2ccccc2)nc2sc3c(c2c1=O)CCC3 | 0.9 | 1 | 0.8 | 10 | -34 | 7 | 99 | 3.1 | 34 | 16
Cc1cc(=O)n(CCCO)c(O)c1C#N | 1.1 | 21 | 0.8 | 8 | 0 | -6 | 102 | 1.1 | 0 | 24
CN(C)c1nnnn1-c1ccc(Oc2ccccc2)cc1 | 1 | 2 | 1 | 0 | 9 | -1 | 94 | 1.6 | -9 | 1
CC1(C)CC(N2CN(C3CCCCC3)CC2=O)CC(C)(C)N1 | 1.1 | 13 | 1 | 0 | 1 | -8 | 88 | 1.1 | -1 | 4
CN(CC(=O)NC(=O)NC(C)(C)C)CC(=O)Nc1ccccc1Cl | 1 | 9 | 0.9 | 1 | 15 | -5 | 92 | 1.2 | -15 | 6
Cc1nc(C)c(C(=O)Nc2ccccc2-c2ccccc2)o1 | 1 | 2 | 0.8 | 1 | 3 | -2 | 94 | 0.96 | -3 | 22
